HSP90 refold inh: HSP90 refolding inhibition in rabbit reticulocyte lysate; luciferase refolding luminescence, 3 h; inhibition, % at 5.6 µM; hit rate 0.91% among 290,000; AID 1789;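 active means inhibition above the screen-wide mean plus 3 SD, computed separately per campaign, cut at about 16% in these data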;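 further: 0% = DMSO wells and 100% = 60 µM geldanamycin wells; inhibitors lower the luminescence because luciferase stays unfolded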
IEC-6 tox: kills IEC-6 intestinal cells in KLF5 counter-screen | hit rate 0.78% among 290,000 | AID 1825 | inhibition, % at 5 µM | IEC-6 cytotoxicity, luminescence viability; in the data active means inhibition above about 22%;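 further: 0% = plate median of test compound wells and 100% = cytotoxic reference compound wells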
KLF5 inhibitor: inhibitors of KLF5 expression. DLD-1 KLF5 promoter-luciferase reporter, luminescence. inhibition, % at 5 µM. hit rate 0.23% among 290,000. AID 1700;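 active means inhibition above a per-plate limit of that plate's mean compound inhibition plus 3 SD, cut at about 60% in these data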;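 further: 0% = DMSO wells and 100% = LY294002 at 200 µM; higher means less KLF5 promoter-driven luciferase light; inactives centre near -14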
HSF-1 act: increases HSF-1 driven luciferase reporter signal | NIH3T3-HGL HSF-1 luciferase reporter, MG132, 8 h; 100% = twice DMSO control signal | AID 504408 | activation, % at 9 µM | hit rate 1.7% among 300,000;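 active means mean replicate activation of at least 50% with a set share of replicates each reaching 50%; inconclusive means only one of those two conditions met; inactive means mean below 50% and too few replicates reaching it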;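 further: 0% = median of the neutral control wells and 100% = twice that signal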
PolyA inhibitor: inhibitors of polyadenylation in S. cerevisiae; S. cerevisiae SKY197-pL101 polyadenylation reporter, beta-gal luminescence; efflux-impaired pdr1/pdr3 knockout yeast; score 100 = 6 SD above DMSO; calls only at 12 µM; hit rate 0.02% among 300,000; AID 1875;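 active means lowest replicate activity score at least 50, where 100 means six control SD above control mean; inconclusive means lowest score under 50 but half or more replicates reach 50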;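 further: yeast exposed to compound for 9 h at 30 °C; higher score means more reporter readthrough which indicates perturbed polyadenylation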
aSyn 5UTR inh: MLPCN primary screen, SNCA 5' untranslated region; alpha-synuclein 5'UTR reporter, inhibitor activity; inhibition, % (tested at 7.5 µM); hit rate 0.82% among 300,000; AID 1813; in the data active means inhibition above about 60%; inconclusive means no clear call, values can overlap the other calls;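 further: H4 neuroglioblastoma cells stably carrying SNCA 5'UTR luciferase fusion; 0% = DMSO wells and 100% = positive control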
AI-2 QS modul: modulators of Vibrio harveyi AI-2 quorum sensing system | hit rate 0.4% among 300,000 | Vibrio harveyi JMH597 AI-2 luminescence/OD600 ratio, 9 h; active compounds read low; strain lacks LuxN and CqsS sensors; 0 = neutral-control median | AID 2094 | activity change, % at 7.5 µM; in the data active means activity change below about -75%, passing the limit was not always enough; inconclusive means no clear call, values can overlap the other calls;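 further: luminescence divided by OD600 gain over 9 h not by final OD600 alone; inactives centre near 13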
GSK3A inh: blocks human GSK-3 alpha kinase | hit rate 0.1% among 320,000 | P49840 | AID 2650 | inhibition, % at 10 µM | ADP-Glo luminescence, 60 min;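 in the data active means inhibition above about 50%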;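 further: GST-tagged GSK-3 alpha with peptide substrate and 25 µM ATP; 0% = DMSO neutral wells and 100% = GW8510 positive control wells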
Target sequence (P49840 whole entry, looked up): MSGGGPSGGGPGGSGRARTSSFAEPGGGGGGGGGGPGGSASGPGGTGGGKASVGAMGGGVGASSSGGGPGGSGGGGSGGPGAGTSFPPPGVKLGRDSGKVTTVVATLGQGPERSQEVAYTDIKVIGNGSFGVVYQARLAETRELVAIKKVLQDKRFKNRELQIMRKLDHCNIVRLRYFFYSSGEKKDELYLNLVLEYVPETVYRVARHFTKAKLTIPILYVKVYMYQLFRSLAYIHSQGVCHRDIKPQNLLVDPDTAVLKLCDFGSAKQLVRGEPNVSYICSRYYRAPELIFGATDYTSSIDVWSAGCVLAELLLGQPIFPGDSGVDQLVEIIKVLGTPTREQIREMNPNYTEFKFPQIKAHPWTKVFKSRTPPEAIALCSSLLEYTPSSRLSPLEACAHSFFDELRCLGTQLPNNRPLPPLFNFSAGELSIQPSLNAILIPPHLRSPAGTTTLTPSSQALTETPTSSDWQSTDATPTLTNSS
HSF1 inh: HSF1 inhibition; NIH3T3-HGL HSE-luciferase, MG132-induced, luminescence 8 h; active compounds read low; activity change, negative = inhibition, % at 7.5 µM (by protocol); hit rate 0.77% among 300,000;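 active means more than half of replicate wells show activity change below -50%, luminescence cut by over half; inconclusive means some wells, but at most half, below -50%; inactive means no replicate well below -50%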;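 further: luciferase reports HSF-1 transcriptional activity via heat shock element; 0% = median of DMSO wells and -100% = zero luminescence signal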
GSK3beta inhib: blocks human GSK3beta kinase activity. activity score (negative = inhibition), % at 10 µM. P49841. hit rate 0.038% among 300,000. GST-GSK3beta kinase, ADP-Glo luminescence, 60 min; active compounds read low;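 active means more than half of replicate wells score below -50%, meaning over 50% inhibition versus plate controls; inconclusive means some replicates but at most half score below -50%; inactive means no replicate scores below -50%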;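 further: 0% = median DMSO wells and -100% = median GW8510 positive control wells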
Target sequence (P49841 whole entry, looked up): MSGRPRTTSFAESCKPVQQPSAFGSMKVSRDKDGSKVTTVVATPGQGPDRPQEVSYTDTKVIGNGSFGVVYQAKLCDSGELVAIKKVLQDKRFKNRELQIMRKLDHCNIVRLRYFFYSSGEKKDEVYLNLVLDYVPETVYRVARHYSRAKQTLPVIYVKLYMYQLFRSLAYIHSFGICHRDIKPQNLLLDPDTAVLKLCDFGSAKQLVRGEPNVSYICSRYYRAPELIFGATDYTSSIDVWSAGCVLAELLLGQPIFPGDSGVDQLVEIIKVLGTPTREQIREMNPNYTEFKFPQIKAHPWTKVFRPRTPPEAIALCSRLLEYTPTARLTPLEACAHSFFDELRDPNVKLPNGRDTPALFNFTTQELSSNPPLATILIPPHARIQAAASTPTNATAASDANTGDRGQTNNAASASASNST
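Assay system: GST-fused GSK3beta enzyme, cell-free / Medium: Tris pH 7.5 buffer with MgCl2, DTT, BSA, heparin / Also added: peptide substrate plus 25 µM ATP (final) / Compound: 10 µM single point / Timing: kinase reaction with compound 60 min at room temperature / Detection: ADP-Glo luminescence / Benchmarks: DMSO neutral wells and GW8510 at 20 µM as positive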
Active calls of the source: *; i = inactive; u = inconclusive; x = no result given. Not all compounds are listed; rates above refer to the full screens.

SMILES | HSP90 refold inh | IEC-6 tox | KLF5 inhibitor | HSF-1 act | PolyA inhibitor | aSyn 5UTR inh | AI-2 QS modul | GSK3A inh | HSF1 inh | GSK3beta inhib
CC(C)C[C@@H](CO)NC(=O)CC[C@H](NC(=O)OC(C)(C)C)C(=O)N(Cc1ccccc1)Cc1ccccc1 | x | x | x | -3 | i | 10 | u | -2 | -6 | 1
O=C(NC1CCCc2c1cnn2-c1cc(F)cc(F)c1)c1ccncc1 (stereo unspecified) | 1 | 1 | -36 | 3 | i | 23 | 0 | 7 | -2 | 1
COc1ccc(CCNc2nc(Cl)nc(NC(C)(C)CO)n2)cc1OC | -8 | -3 | -30 | -1 | i | 25 | 17 | 4 | -7 | 1
COc1ccccc1CNC(=O)CCNC(=O)C1CCN(S(=O)(=O)c2ccccc2)CC1 | -5 | -3 | -18 | 16 | i | 14 | 17 | -7 | 0 | 5
CCCCCOC(=O)C1[C@H]2C(=O)N(Cc3cccs3)C[C@]23C=C[C@H]1O3 (stereo partly specified) | -5 | -1 | -23 | 7 | i | 11 | 18 | 0 | 1 | 0
C=CCn1c(SCC(=O)NCC2CCCO2)nc2c([nH]c3ccccc32)c1=O (stereo unspecified) | 2 | 4 | -17 | -4 | i | 14 | 23 | -2 | -2 | 1
Oc1ccc(/C=N/NC(=S)Nc2cccnc2)cc1O | 4 | 2 | -33 | -8 | i | -141 | -6 | 6 | -2 | -5
COC(=O)c1ccc(CN2CCC(CO)(CCOc3ccccc3)CC2)cc1 | -1 | 0 | -17 | -8 | i | -2 | 5 | -1 | 0 | 1
Cc1onc(-c2c(Cl)cccc2Cl)c1C(=O)N1CCc2ccccc21 | 4 | 3 | 4 | 5 | i | 3 | 6 | 0 | -4 | -1
Cc1ccc(S(=O)(=O)CCc2nnc(N)s2)cc1 | 3 | 7 | -12 | -5 | i | 1 | 23 | x | -3 | 3
COc1ccccc1N1CCN(C(=O)NCc2ccc(Cl)cc2)CC1 | -4 | 4 | -10 | -2 | i | 20 | -2 | 3 | 0 | 0
CCCOCC(O)CC(CC)C(=O)NNC(=S)Nc1ccccc1 (stereo unspecified) | -4 | 1 | -29 | 12 | x | -12 | 1 | -3 | 10 | -2
Nc1nnnn1/N=C/c1ccco1 | 0 | -4 | -32 | -2 | i | -25 | 17 | -1 | -3 | 12
Cc1nnc(SCC(=O)Nc2nccs2)n1N | x | x | x | -2 | i | -1 | 15 | 1 | 1 | -2
COc1ccc(-n2c(N)c(C(=O)Nc3c(C)n(C)n(-c4ccccc4)c3=O)c3nc4ccccc4nc32)cc1 | -1 | -6 | -3 | 8 | i | 19 | 6 | 3 | 2 | -1
COc1ccc(CN(C)C(C)C(=O)NC2CCCc3ccccc32)cc1 (stereo unspecified) | 1 | -1 | -10 | 6 | i | 9 | 22 | -3 | -2 | 0
CC(=O)Nc1ccc(NC(=O)c2cc(-c3ccccc3)nc3ccccc23)cc1 | -2 | 3 | -29 | -12 | i | -3 | 9 | -1 | 5 | 3
O=C(Nc1cccc(Cl)c1N1CCCC1)c1ccc(Br)o1 | 3 | 0 | 10 | 22 | i | 20 | 9 | 1 | 2 | -2
COCCNC(=O)c1onc(CSc2ccc(F)cc2)c1C(=O)NCCOC | x | x | x | 9 | i | -3 | 17 | -1 | 5 | 2
CCOC(=O)N1CCN(C(=O)CSc2cc(C)nc3c(-c4ccccc4OC)c(C)nn23)CC1 | 0 | 0 | -4 | -1 | i | 21 | -1 | -1 | 0 | 2
O=C(O)CCc1nc2cc3ccccc3cc2[nH]1 | -6 | -3 | -37 | 0 | i | -21 | 38 | -1 | -5 | -1
CCOc1ccccc1CN1CCNC(=O)C1CC(=O)NC1CCCCCC1 (stereo unspecified) | -6 | -11 | -16 | 17 | i | -10 | 23 | 3 | 1 | 1
O=C(CCNC(=O)C1CCN(S(=O)(=O)c2ccccc2)CC1)NCCc1ccc(Cl)cc1 | -4 | -10 | -14 | 18 | i | 43 | 86 | -6 | 4 | 2
Cc1ccc(S(=O)(=O)N2C(=O)CCC2C(=O)O/N=C(\N)c2ccccc2)cc1 (stereo unspecified) | 1 | -4 | -14 | 1 | i | 4 | 28 | 2 | -3 | 3
COc1ccc(CNS(=O)(=O)c2cc(Br)cc3c2N(C(C)=O)C(C)C3)cc1 (stereo unspecified) | -2 | -3 | 6 | 3 | i | 1 | 16 | 0 | -1 | 1
COc1ccc(C(=O)N/N=C(\C)CC(=O)Nc2ccc3c(c2)OCO3)cc1 | -2 | 0 | -60 | 21 | i | 6 | 4 | -2 | 6 | 8
NC(=O)c1cc(S(=O)(=O)N2CCCCC2)cs1 | -1 | 0 | -1 | 12 | i | -12 | 14 | -1 | -3 | -2
O=C(CCN1C(=O)c2ccccc2S1(=O)=O)NCc1ccccc1Cl | x | x | x | 11 | i | 9 | 30 | x | 5 | 2
O=C(NCCc1ccccc1)c1ccc(Cl)c([N+](=O)[O-])c1 | -2 | -8 | -48 | 38 | i | -99 | 4 | 0 | 22 | -6
Cc1nn(CC(=O)NCCCN2C(C)CCCC2C)c(=O)c2cc3occc3n12 (stereo unspecified) | 1 | 1 | -48 | 11 | i | 14 | -6 | -3 | 1 | 0
Cc1cccc(NC(=O)Nc2ccc3c(c2)N(C)C(=O)CS3)n1 | -3 | -15 | -46 | 35 | i | -83 | 10 | 3 | 17 | -3
CCC1CCCCN1CCNC(=O)C1CCCN(S(=O)(=O)c2cccc3nsnc23)C1 (stereo unspecified) | 4 | -8 | -16 | 9 | i | -10 | 41 | 6 | -1 | 0
O=C(COC(=O)Cc1ccc(S(=O)(=O)N2CCOCC2)s1)NCCc1ccccc1 | 0 | -2 | -35 | 2 | x | 8 | 11 | -2 | -1 | 1
CCOC(=O)c1cnc2cc3c(cn2c1=O)CCCC3 | -1 | 0 | -85 | 24 | i | -132 | 18 | -2 | 22 | 2
CC(=O)N1CCc2cc(C(=O)CN3CCCCC3)ccc21 | 0 | 3 | -20 | 2 | i | 6 | 10 | -4 | 2 | -8
Cn1cccc1CNC(=S)Nc1cc(F)cc(F)c1 | -2 | -1 | -25 | -2 | i | -18 | 26 | -1 | 10 | 0
CC12CCCCC1(O)[N+](=O)C1=C(CCCC1)N2[O-] (stereo unspecified) | -3 | 1 | -8 | 8 | i | 4 | 7 | 1 | 1 | 2
Cc1ccccc1CN1C(=O)c2ccccc2Sc2ccc(C(=O)O)cc21 | -2 | -6 | -9 | 25 | i | 9 | 4 | -5 | -2 | -5
CCCCn1c(NC(=O)c2ccc(F)cc2)c(C#N)c2nc3ccccc3nc21 | x | x | x | 4 | i | 11 | -29 | 18 | 3 | -1
COc1ccc(CN2CCc3c([nH]c4ccccc34)C2)c(OC)c1C | 7 | 7 | -31 | -24 | i | 12 | x | -3 | -13 | x
Cc1onc(-c2c(Cl)cccc2Cl)c1NC(=O)NN(C)C | 7 | -1 | -11 | -10 | i | 5 | 6 | 1 | -6 | 5
COc1ccccc1C(=O)Nc1cccc2cccnc12 | 5 | 5 | -78 | 25 | i | -81 | x | 1 | 23 | x
O=C(COC(=O)/C=C/c1cccs1)NC1CCCCC1 | 2 | -6 | -51 | -7 | i | 2 | 25 | -1 | -5 | 1
COc1cc(NC(=O)CN2CCN(c3ccccc3)CC2)c(C)cc1[N+](=O)[O-] | -1 | 4 | -4 | 28 | i | 17 | 12 | -2 | -2 | 3
Cc1nn(C)c(C)c1Sc1ccccc1N | 2 | -1 | -15 | 10 | i | 28 | -6 | 0 | 7 | -2
COc1cc(/C=C/c2cc(OC(C)=O)c3ccccc3n2)c(OC(C)=O)c([N+](=O)[O-])c1 | 6 | 0 | 7 | -16 | i | 8 | 8 | -2 | -10 | 0
COc1ccc(C(C)=O)cc1COC(=O)CSCC(=O)Nc1ccc(C)cc1 | x | x | x | 6 | i | 7 | 27 | -2 | 7 | 2
Cc1ccc(S(=O)(=O)NCCC(=O)OCn2nnc3ccccc3c2=O)cc1 | -3 | -8 | -38 | 0 | i | 3 | 28 | -3 | 3 | 0
O=C(c1ccc(S(=O)(=O)N2CCOCC2)cc1)N1CCc2ccccc2C1 | 4 | 4 | 5 | -6 | i | 11 | 11 | 0 | -1 | 2
O=C(Nc1nc2c(s1)CCCC2)c1cccs1 | 13 | 3 | -174 | x | x | x | x | -1 | x | x
CCOC(=O)c1cc2c(ccn2C)n1CC(=O)N(Cc1ccccc1)c1ccc(F)cc1 | -3 | -8 | 5 | 9 | i | 29 | 20 | -1 | -1 | 0
COc1ccc(NC(=O)C(=O)NCC(c2ccco2)N2CCc3ccccc32)cc1 (stereo unspecified) | x | x | x | 4 | i | 85* | 16 | 0 | -4 | -3
COC(=O)NC1c2ccccc2Oc2ccccc21 | -1 | 1 | -9 | 2 | i | 26 | 1 | -2 | 5 | 0
CNc1ccc(Oc2c(F)c(F)nc(F)c2F)cc1 | -1 | 0 | -26 | -4 | i | -7 | 9 | 1 | -5 | 3

A second format for four compounds above:
COc1cc(/C=C/c2cc(OC(C)=O)c3ccccc3n2)c(OC(C)=O)c([N+](=O)[O-])c1
  HSP90 refold inh: 6
  IEC-6 tox: 0
  KLF5 inhibitor: 7
  HSF-1 act: -16
  PolyA inhibitor: i
  aSyn 5UTR inh: 8
  AI-2 QS modul: 8
  GSK3A inh: -2
  HSF1 inh: -10
  GSK3beta inhib: 0

CCOC(=O)c1cc2c(ccn2C)n1CC(=O)N(Cc1ccccc1)c1ccc(F)cc1
  HSP90 refold inh: -3
  IEC-6 tox: -8
  KLF5 inhibitor: 5
  HSF-1 act: 9
  PolyA inhibitor: i
  aSyn 5UTR inh: 29
  AI-2 QS modul: 20
  GSK3A inh: -1
  HSF1 inh: -1
  GSK3beta inhib: 0

COc1ccc(NC(=O)C(=O)NCC(c2ccco2)N2CCc3ccccc32)cc1 (stereo unspecified)
  HSP90 refold inh: x
  IEC-6 tox: x
  KLF5 inhibitor: x
  HSF-1 act: 4
  PolyA inhibitor: i
  aSyn 5UTR inh: 85*
  AI-2 QS modul: 16
  GSK3A inh: 0
  HSF1 inh: -4
  GSK3beta inhib: -3

COc1ccc(C(C)=O)cc1COC(=O)CSCC(=O)Nc1ccc(C)cc1
  HSP90 refold inh: x
  IEC-6 tox: x
  KLF5 inhibitor: x
  HSF-1 act: 6
  PolyA inhibitor: i
  aSyn 5UTR inh: 7
  AI-2 QS modul: 27
  GSK3A inh: -2
  HSF1 inh: 7
  GSK3beta inhib: 2

Screens from PubChem.
